ABCB6 inh MLPCN = ABCB6 transporter inhibitors, primary screen, K562-ABCB6 cells, flow cytometry, MLPCN library; ATP-binding cassette sub-family B member 6 (Homo sapiens), Q9NP58; K562-ABCB6 porphyrin accumulation, 1 h; stronger effect = lower value; fluorescence ratio to DMSO, % at 10 µM; hit rate 0.19% among 360,000;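 active means fluorescence ratio to DMSO below 75%, the collection mean minus 3 SD; inconclusive means too few cells collected in the well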;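 further: signal is porphyrin accumulated inside mitochondria; 100% equals median channel fluorescence of DMSO control wells; lower ratio means ABCB6 inhibition with less porphyrin fluorescence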
Target sequence (Q9NP58 whole entry, looked up): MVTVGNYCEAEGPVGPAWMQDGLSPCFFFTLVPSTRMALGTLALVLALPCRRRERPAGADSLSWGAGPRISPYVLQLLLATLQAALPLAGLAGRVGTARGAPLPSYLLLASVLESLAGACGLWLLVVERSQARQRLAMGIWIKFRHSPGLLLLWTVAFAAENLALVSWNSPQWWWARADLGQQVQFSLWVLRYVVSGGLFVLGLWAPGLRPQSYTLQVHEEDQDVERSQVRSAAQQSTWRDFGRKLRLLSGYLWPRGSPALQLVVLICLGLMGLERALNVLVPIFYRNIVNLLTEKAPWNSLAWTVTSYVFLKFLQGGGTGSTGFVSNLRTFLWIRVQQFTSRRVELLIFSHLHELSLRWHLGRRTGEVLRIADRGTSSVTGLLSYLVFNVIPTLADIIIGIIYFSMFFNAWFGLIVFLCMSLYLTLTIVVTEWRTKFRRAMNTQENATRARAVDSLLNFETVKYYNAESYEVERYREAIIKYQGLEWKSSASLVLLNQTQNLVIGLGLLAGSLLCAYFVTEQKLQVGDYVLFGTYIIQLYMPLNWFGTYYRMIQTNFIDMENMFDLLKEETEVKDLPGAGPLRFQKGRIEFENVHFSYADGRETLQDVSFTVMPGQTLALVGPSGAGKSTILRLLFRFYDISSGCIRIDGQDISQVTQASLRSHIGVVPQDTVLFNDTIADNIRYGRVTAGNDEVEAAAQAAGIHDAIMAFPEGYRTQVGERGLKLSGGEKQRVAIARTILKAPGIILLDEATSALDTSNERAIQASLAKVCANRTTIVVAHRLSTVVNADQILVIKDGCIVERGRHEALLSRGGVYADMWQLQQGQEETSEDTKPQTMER
Cardio protect = cardioprotection against H2O2-induced cell death, primary screen, uHTS, H9c2 cells, ATPLite luminescence; H9c2 cardiomyocytes, H2O2 injury protection, 2 h; protection from H2O2 cell death, % at 20 µM; hit rate 0.63% among 360,000; AID 588492, 2011;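 active means compounds giving at least 50% protection of heart cells from peroxide-induced death in the single-dose screen, raw or plate-pattern-corrected value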;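 further: 0% = DMSO wells with peroxide and 100% = DMSO wells without peroxide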
ABHD5 PLIN5 PPI = ABHD5-PLIN5 interaction inhibitors, primary screen, cell lysate, split luciferase complementation, luminescence; Perilipin-5 (Homo sapiens) + 1-acylglycerol-3-phosphate O-acyltransferase ABHD5 (Homo …; Split G. princeps luciferase complementation, 4 h; inhibition, % at 4 µM; hit rate 0.78% among 360,000; AID 602281, 2012;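 active means inhibition above the mean inhibition across every tested compound plus 3 SD, cut at about 22% in these data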;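 further: 0% = DMSO only wells and the 100% control is not disclosed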
MC4R barr agon = MC4R agonists recruiting beta-arrestin, primary screen, cell-based, luminescence, agonist arm of biased-ligand search | U2OS MC4R beta-arrestin complementation; percent of melanotan II response, DMSO zero | activation, % at 8.9 µM | hit rate 0.98% among 360,000 | Melanocortin receptor 4 (Homo sapiens), P32245;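 active means activation above a per-plate cutoff, the mean activation of sample wells on that plate plus 3 SD, cut at about 8% in these data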
iPSC survival up = enhancers of single-cell hiPSC survival, primary screen, ATPlite luminescence; survival enhancement, % at 20 µM; AID 602274, 2012; hit rate 0.044% among 360,000; 100% = ROCK inhibitor wells, 0% = DMSO; in the data active means survival enhancement above about 18%;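 further: cells exposed to compounds for 16 hours before the ATP read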
Granule exo inh = LAMP-1 surface exposure blockers, TALL-104 cells – cell-based, flow cytometry, MLPCN library, primary screen | AID 651702, 2012 | hit rate 0.66% among 360,000 | inhibition, % at 10 µM | TALL-104 LAMP-1 surface exposure; cells stimulated with thapsigargin and PMA;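 active means inhibition above about 55%, limit read from the data; inconclusive means no clear call, values can overlap the other calls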
MC4R antag cAMP = MC4R antagonists of cAMP signaling, primary screen, cell-based, TR-FRET, antagonist arm of biased-ligand search. Melanocortin receptor 4 (Homo sapiens), P32245. inhibition, % at 6.5 µM. AID 540295, 2011. hit rate 0.48% among 360,000. MC4R-expressing cells, MTII-stimulated cAMP, LANCE TR-FRET;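 active means inhibition above its plate's cutoff, the mean of tested wells on that plate plus 3 SD, cut at about 29% in these data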;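 further: 0% = Melanotan II alone and 100% = Melanotan II plus saturating MCL0020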
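Test system: U2OS cells stably expressing human melanocortin 4 receptor (MC4R); also added: Melanotan II challenge; compound: 6.5 µM single dose; timing: 30-min compound preincubation, 1-h Melanotan II challenge, 1-h detection, room temperature; signal: Eu-cAMP/anti-cAMP TR-FRET, emission 671 nm; repeats: one well per compound, no replicates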
aDG glyco up = activators of alpha-DG glycosylation, primary screen, uHTS, Pro5-aDG cells, AlphaScreen. alpha-DG glycosylation AlphaScreen (IIH6); 0% Pro5, 100% B10-LARGE cell signal. activation, % at 10 µM. hit rate 0.22% among 360,000. AID 624168, 2012;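 active means activation of at least 8% versus controls, or a plate z-score of at least 8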;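 further: Pro5 are CHO cells carrying HIG-tagged alpha-DG that lacks glycosylation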
Glyco luc inh = increase of ERlucT glycosylation luciferase signal, primary screen, N-linked glycosylation inhibitor project, D54 ERlucT cells, luminescence, set 2 | D54 ERlucT glycosylation luciferase reporter, 24 h; percent of 100 nM tunicamycin response | reporter increase, % at 12.5 µM | hit rate 0.23% among 360,000 | AID 588692, 2011;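 active means mean luciferase reporter signal, scaled so untreated is 0 and the glycosylation-blocking control 100, at or above a set limit in every replicate; inconclusive means mean reaches the limit but not every replicate does; inactive means mean below the limit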;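 further: luciferase carries N-glycosylation sites so blocking glycosylation raises the light; 0% = median of neutral control wells and 100% = median of 100 nM tunicamycin wells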
HTR2A ag = mouse Htr2a agonists via beta-arrestin recruitment, primary screen, cell-based, luminescence. 5-hydroxytryptamine receptor 2A (Mus musculus), P35363. CHO-K1 mHTR2A beta-arrestin complementation; percent of 30 µM serotonin response. activation, % at 7.6 µM. hit rate 0.66% among 360,000;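 active means activation above a run cutoff, the mean activation of all tested compounds plus 3 SD, cut at about 14% in these data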;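 further: 0% = plate median of compound wells and 100% = 30 µM serotonin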
An asterisk follows results filed as active; u = inconclusive.

SMILES | ABCB6 inh MLPCN | Cardio protect | ABHD5 PLIN5 PPI | MC4R barr agon | iPSC survival up | Granule exo inh | MC4R antag cAMP | aDG glyco up | Glyco luc inh | HTR2A ag
O=C(CCn1nc(-c2ccccc2)ccc1=O)NCCCN1CCCCCC1 | 106 | 9 | 3 | -0.5 | 0.7 | 2 | 2 | -0.4 | -1 | 5
Clc1ccccc1CSc1nncn1NC/C=C/c1ccccc1 | 95 | -7 | 6 | -1.0 | 0.7 | 3 | 9 | 0.1 | -1 | -3
O=C(NCCCN1CCCC1=O)c1ccc(NS(=O)(=O)c2ccccc2)cc1 | 100 | 4 | -8 | -1.6 | -0.4 | -3 | 10 | 0.1 | -1 | -1
CC(C)N(C(=O)CSc1nnc(NC(=O)c2cccs2)s1)C(C)C | 103 | 1 | 6 | 1.8 | 1.0 | 2 | 11 | -0.3 | 1 | -2
CC1CCCC(NC(=O)CSc2ncnc3ccccc23)C1C (stereo not drawn) | 98 | -1 | 4 | 1.8 | 0.0 | 2 | 1 | 2.6 | 1 | 5
CC(NC(=O)NC1CCCCC1)c1ccc2c(c1)OCO2 (stereo not drawn) | 103 | 1 | 2 | 0.5 | 0.6 | -6 | 3 | -0.2 | -1 | 2
CC1(C)Cc2c(cnn2-c2cccc(F)c2)C(NC(=O)Cn2cccn2)C1 (stereo not drawn) | 98 | -5 | -4 | -4.5 | -0.5 | 7 | 12 | 0.2 | -1 | 1
O=C(NC(Cc1ccccc1)C(=O)N1CCc2ccccc2C1)c1ccccc1 (stereo not drawn) | 93 | 41 | 5 | -0.6 | 0.8 | 16 | 1 | 0.0 | -1 | 3
CCCS(=O)(=O)NC(=O)C1(C)CCCN(C(=O)c2cc(C)on2)C1 (stereo not drawn) | 98 | 4 | -7 | 1.1 | -0.5 | u | 11 | 0.2 | 3 | 1
Cc1cc(Cl)ccc1NC(=S)NC1CCCC1 | 100 | -4 | -3 | -2.4 | -0.5 | 8 | 0 | 0.4 | -2 | -2
Cn1c(=O)c2c(SCC(=O)Nc3ccccc3F)nc(C3CC3)nc2n(C)c1=O | 95 | -5 | 0 | -4.4 | 0.9 | -2 | -5 | 0.4 | -3 | -3
CCOc1cc(Br)c(/C=C2/C(=O)N(C)C(=S)N2CC(=O)OC)cc1OC | 95 | 4 | 4 | -1.3 | 4.3 | -4 | -3 | 0.1 | 0 | 2
Cc1ccc(C)c(N2CCN(S(=O)(=O)c3ccc4c(c3)CC(=O)N4C)CC2)c1 | 100 | 1 | -8 | -2.7 | 1.9 | 8 | 1 | -0.2 | -2 | -3
C/C(=N\NS(=O)(=O)c1ccc(Br)cc1)c1ccc2c(c1)OCO2 | 100 | -1 | 1 | 0.5 | 0.7 | 1 | 2 | 0.0 | 3 | -3
CC(C)(O)C#Cc1ccc(CNC[C@H]2O[C@@H](n3cnc4c(N)ncnc43)[C@H](O)[C@@H]2O)s1 | 99 | 5 | 3 | -2.3 | -0.8 | -7 | -1 | -0.1 | 1 | -3
CCn1nc(NS(=O)(=O)c2ccc(NC(C)=O)cc2)c2cc3cc(C)ccc3nc21 | 113 | 0 | -6 | -2.1 | 0.0 | 6 | 17 | -0.2 | 0 | 6
COc1ccc(OC)c2nc3c(cc12)CCC3 | 98 | -2 | -3 | 0.5 | -0.7 | -1 | 19 | 0.4 | 5 | 11
COc1ccccc1C(c1nnnn1Cc1ccccc1)N1CCN(C2CCCC2)CC1 (stereo not drawn) | 94 | 15 | -2 | -1.8 | -0.3 | 4 | 1 | 0.0 | -2 | -3
O=C1c2ccccc2C(=O)N1c1cccnc1 | 96 | 0 | 1 | -2.0 | 1.8 | 1 | -4 | -0.1 | 0 | -2
CC(C)CNC(=S)NC(=O)c1ccc(Cl)cc1Cl | 100 | -8 | 1 | 2.0 | 0.7 | -8 | 2 | 0.4 | 0 | -1
O=C(Nc1ccc(Cl)c(Cl)c1)N1CC=CCC1 | 92 | -18 | -2 | -2.5 | -2.2 | 4 | 5 | 0.4 | 0 | 2
CC(C)(CO)CNc1ccn2nccc2n1 | 94 | 6 | -1 | -0.6 | 0.0 | -4 | -3 | 0.5 | -8 | 2
CCOc1cc(/C=N/NC(=O)c2ccc(N(C)S(=O)(=O)c3ccccc3)cc2)ccc1OC | 105 | 6 | 4 | -0.7 | 0.3 | 2 | 0 | 2.4* | 2 | -5
N#Cc1ccc(NC(=O)C2=COCCO2)cc1 | 102 | 0 | 0 | -2.1 | -0.4 | -2 | -2 | -0.1 | -1 | 0
COC(=O)c1ccccc1OC(=O)c1cc2ccccc2oc1=O | 102 | -4 | 2 | -2.8 | 0.0 | 2 | 3 | 0.1 | 2 | 3
COc1ccc(-c2cc(C(=O)NCc3ccco3)c3ccccc3n2)cc1OC | 93 | 22 | 1 | -1.6 | -0.1 | -3 | 3 | 0.1 | 2 | -3
C=Cc1ccc(CC2(C)C(=O)Nc3ccc(Cl)cc32)cc1 (stereo not drawn) | 92 | -6 | 2 | 2.3 | -1.0 | 0 | -1 | -0.3 | 0 | 3
Cc1cccc(S(=O)(=O)N(C)C[C@@H]2OCc3cnnn3CCCC(=O)N([C@@H](C)CO)C[C@@H]2C)c1 | 97 | 1 | -8 | -1.1 | 0.5 | -1 | 0 | 0.2 | 1 | 8
O=C(Cc1ccc(-n2cccc2)cc1)N1CCc2ccccc21 | 114 | -1 | 1 | 1.9 | 0.8 | 0 | 12 | 0.3 | -2 | -4
Cc1cc(C(=O)NNS(=O)(=O)c2ccc(F)cc2)nn1C(C)(C)C | 101 | 8 | -8 | -0.6 | 1.3 | -1 | 2 | -0.2 | -3 | -3
CS(=O)(=O)c1ccccc1C(=O)Nc1cccc(-c2nc3ccccc3o2)c1 | 117 | 4 | 0 | -0.9 | -0.4 | -2 | 8 | 0.0 | 5 | 9
CCOC(=O)c1cc2sccc2n1CC(=O)O | 99 | 3 | 2 | 0.1 | 2.7 | 2 | 2 | -0.2 | 2 | 2
C/C(=N\NC(=O)c1cccc(C)c1)c1cccc(NC(=O)c2ccco2)c1 | 99 | 14 | -5 | 0.8 | -4.2 | -2 | 0 | 0.5 | 1 | 0
CCOc1cc(C(c2c(C)[nH][nH]c2=O)c2c(C)[nH][nH]c2=O)ccc1O | 105 | 4 | -6 | -0.6 | -1.9 | 2 | 15 | 0.1 | 6 | -2
C[N+](C)(CC#Cc1ccccc1)CC(=O)c1ccccc1 | 97 | -1 | 5 | -2.2 | -0.8 | 3 | -6 | 0.0 | 0 | -6
COCCn1c(SCC(=O)Nc2c(C)n(C)n(-c3ccccc3)c2=O)nnc1-c1ccncc1 | 94 | 2 | 3 | -0.8 | -0.6 | 5 | 3 | -0.2 | 1 | 4
COc1ccc(CNC(=O)COC(=O)c2ccc(OCc3c(C)noc3C)cc2)cc1OC | 96 | -10 | -2 | 0.9 | -0.4 | -4 | 1 | 0.1 | 2 | 2
COc1cc(/C=C/C(=O)O)ccc1OCc1ccc([N+](=O)[O-])cc1 | 97 | -5 | -2 | -0.6 | -1.0 | 4 | 4 | 0.3 | 1 | 1
Cc1cccn2cc(CNc3ccccc3)nc12 | 95 | 2 | -3 | -3.1 | -3.4 | 0 | 0 | 0.1 | -2 | 7
Cc1ccc(C2C(C(=O)c3cc4ccccc4o3)=C(O)C(=O)N2CCN2CCOCC2)cc1 (stereo not drawn) | 108 | 5 | 3 | -2.2 | 0.8 | 2 | 13 | 3.6 | 2 | -2
C#CC[N+](C)(C)CCCCCCCCC | 98 | 1 | -1 | -1.7 | -2.3 | -5 | 4 | 0.0 | 30* | 1
COC(=O)Cn1ccc2cc(S(=O)(=O)N3CCCCCC3)ccc21 | 104 | -4 | -3 | -0.1 | 0.2 | -5 | 28 | 0.2 | -1 | -1
Cc1noc(C)c1C(=O)N1CCC1(C)C(=O)NS(=O)(=O)c1cccc(F)c1 (stereo not drawn) | 88 | 4 | -2 | 0.6 | 0.4 | 27 | 17 | -0.1 | 1 | 8
O=C(Cn1cccc1C(=O)c1ccccc1)NCCC1=CCCCC1 | 96 | -10 | -3 | -0.2 | 2.0 | -4 | 2 | 1.1 | -1 | -4
CCOC(=O)C1CCN(C(=O)c2cc3cc(Br)ccc3oc2=O)CC1 | 95 | 1 | 4 | -0.3 | -2.2 | -2 | 2 | 0.7 | 1 | 8

As entered above.
`O=C(Cn1cccc1C(=O)c1ccccc1)NCCC1=CCCCC1` in MC4R antag cAMP is listed with 2
`CCOC(=O)C1CCN(C(=O)c2cc3cc(Br)ccc3oc2=O)CC1` in aDG glyco up is listed with 0.7

(cont.)
SMILES | ABCB6 inh MLPCN | Cardio protect | ABHD5 PLIN5 PPI | MC4R barr agon | iPSC survival up | Granule exo inh | MC4R antag cAMP | aDG glyco up | Glyco luc inh | HTR2A ag
CC(C(=O)NC1CCCc2ccccc21)N1CCN(Cc2ccc3c(c2)OCO3)CC1 (stereo not drawn) | 102 | -2 | 0 | 0.2 | -3.7 | 0 | 1 | 0.1 | -1 | 0
Cc1sc2nc(CSc3nnnn3-c3ccc(Cl)cc3)[nH]c(=O)c2c1C | 128 | 38 | 0 | 2.9 | -1.0 | 4 | -4 | 0.3 | 2 | 3
O=[N+]([O-])c1cccnc1N1CCC(c2cc(-c3ccc(Cl)cc3)n[nH]2)CC1 | 102 | -16 | -3 | -1.4 | -1.5 | -2 | 9 | 1.9 | -2 | 5
Cc1cc(C)cc(NC(=O)CCNC(=O)c2ccc([N+](=O)[O-])cc2)c1 | 102 | 6 | -20 | 0.1 | 0.0 | -7 | 3 | 0.1 | 0 | -9
O=C(Cn1c(=O)cnc2ccccc21)N1CCCc2ccccc21 | 99 | 0 | 5 | -0.5 | 3.3 | -8 | 4 | -0.1 | 0 | 0
COc1ccc(C(=O)N/C(=C\c2ccccc2)C(=O)Nc2ccc(C(=O)O)cc2)cc1 | 165 | 6 | 4 | -0.2 | 0.7 | -10 | 2 | 0.0 | 1 | 2
CC(C)Cn1c(N)c(C(=O)CSc2nccn2C)c(=O)n(C)c1=O | 99 | 28 | 3 | -0.4 | -0.4 | 2 | -2 | 0.0 | -2 | -2
O=S1(=O)CCN2N=C(C34CC5CC(CC(C5)C3)C4)SC2=N1 | 101 | -4 | 3 | -2.0 | -0.3 | -1 | 8 | -0.3 | -1 | 3
